# FLuc act counter: affects firefly luciferase, flagging false hits in luciferase stimulation screens | P08659 | activation factor at 10 µM | ATPlite luciferase biochemical, luminescence, 10 min; 0 = ATP-free wells, 1 = DMSO control | 200,000 tested, under 10 active;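 active means luciferase activation factor, scaled between plate controls, of at least 2 with compound at 10 µM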
# Target sequence (P08659 whole entry, looked up): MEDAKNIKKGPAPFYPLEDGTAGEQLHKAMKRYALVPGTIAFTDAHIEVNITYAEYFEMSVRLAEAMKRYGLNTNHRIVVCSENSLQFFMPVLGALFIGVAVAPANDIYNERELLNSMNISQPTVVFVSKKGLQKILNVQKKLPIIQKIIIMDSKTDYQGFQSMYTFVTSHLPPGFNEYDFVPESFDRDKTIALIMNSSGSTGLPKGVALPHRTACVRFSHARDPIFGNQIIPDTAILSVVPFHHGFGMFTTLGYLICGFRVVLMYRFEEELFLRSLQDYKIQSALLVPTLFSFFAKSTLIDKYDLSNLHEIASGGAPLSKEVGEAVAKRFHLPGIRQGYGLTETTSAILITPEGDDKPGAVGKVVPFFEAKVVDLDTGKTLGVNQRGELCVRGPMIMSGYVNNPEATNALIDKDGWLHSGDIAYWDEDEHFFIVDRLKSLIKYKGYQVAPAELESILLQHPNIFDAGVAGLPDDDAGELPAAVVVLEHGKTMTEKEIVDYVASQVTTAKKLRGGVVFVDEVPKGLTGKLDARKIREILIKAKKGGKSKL
#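 System: Luciferase/luciferin detection reagent, cell-free biochemical luciferase assay | Medium: PBS buffer for ATP | Dosing: Test compounds dosed from 2 mM stocks in 100% DMSO | Timing: 10 min at ambient temperature | Signal: Luminescence measurement of luciferase light output | Evaluation: Luciferase activation, seen as luminescence increase over controls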
# TNAP inh hi DEA: TNAP (human) inhibition, high acceptor; P05186; purified TNAP, CDP-star luminescence, 1 M DEA; inhibition, % at 20 µM; 0.03% of 200,000 active;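 active means over 50% inhibition of tissue-nonspecific alkaline phosphatase at 20 µM in the single-dose screen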;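 further: plate controls were DMSO wells for no effect and EDTA-quenched wells as full inhibition for full effect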
# TNAP act hi DEA: increases human TNAP activity under high phosphate acceptor concentration; P05186; purified TNAP, CDP-star luminescence, 1 M DEA, 30 min; stronger effect = higher value; 0 = EDTA background, 1 = DMSO-only activity; activation factor at 20 µM; 200,000 tested, under 10 active; AID 1136;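 active means activation factor at least 2 at 20 µM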
#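 Measured by: Luminescent substrate turnover signal | Test system: Human TNAP | Input: TNAP 1/800 final | Dosing: 20 µM single point | Schedule: 30 min, room temperature | Controls: EDTA wells as negative control, DMSO wells as positive control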
# bIAP act: intestinal alkaline phosphatase (bovine) activation; AID 1016; purified bovine IAP, CDP-star luminescence, 30 min; stronger effect = higher value; fold of DMSO-control signal, blank-subtracted; 0.17% of 200,000 active; activation factor at 20 µM;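 active means activation factor of 2 or more at 20 µM, a signal rise over negative controls twice the positive control's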
# TNAP inh noacc: inhibitors of human TNAP without phosphate acceptor; purified TNAP, CDP-star luminescence, 30 min; inhibition, % at 20 µM; 0.26% of 200,000 active;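 active means tissue-nonspecific alkaline phosphatase inhibition above about 50% at 20 µM in the single-dose screen, limit read from the data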;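 further: 0% = DMSO negative control and 100% = EDTA positive control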
# PMI act satM6P: increases human PMI activity with near-saturating mannose 6-phosphate. P34949. coupled PMI enzyme assay, resazurin fluorescence, 20 min; stronger effect = higher value; 1 = untreated enzyme, 0 = substrate-free blank. activation factor at 20 µM. 0.34% of 190,000 active. AID 1216;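 active means activation factor of 2 or more at 20 µM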
# Target sequence (P34949 whole entry, looked up): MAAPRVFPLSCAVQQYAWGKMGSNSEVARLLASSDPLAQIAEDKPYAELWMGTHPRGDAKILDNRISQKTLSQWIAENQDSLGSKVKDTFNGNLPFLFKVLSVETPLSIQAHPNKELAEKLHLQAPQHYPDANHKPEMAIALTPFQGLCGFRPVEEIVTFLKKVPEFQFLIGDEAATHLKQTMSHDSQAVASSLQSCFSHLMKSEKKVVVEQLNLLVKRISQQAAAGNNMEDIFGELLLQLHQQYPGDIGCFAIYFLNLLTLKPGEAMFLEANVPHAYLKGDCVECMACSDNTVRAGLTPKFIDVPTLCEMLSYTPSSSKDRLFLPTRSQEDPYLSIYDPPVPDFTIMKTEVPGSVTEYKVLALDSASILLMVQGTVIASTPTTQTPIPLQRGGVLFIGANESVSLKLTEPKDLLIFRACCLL
#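 Test system: Human PMI in coupled enzyme assay | Input: 15 ng/mL PMI | Medium: HEPES-buffered pH 7.4 with magnesium and detergent | Compound: One concentration, 20 µM, in 1% DMSO | Incubation: Enzyme reaction with compound 20 min at room temperature | Detection: Diaphorase-driven resazurin-to-resorufin fluorescence, excitation 544, emission 590 nm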
# PMI act: increases human mannose-6-phosphate isomerase activity | P34949 | 0.005% of 190,000 active | purified human PMI, coupled resazurin fluorescence, 20 min; stronger effect = higher value; 1 = vehicle control, 0 substrate-free wells | activation factor at 20 µM;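 active means activation factor of 2 or more at 20 µM, relative to plate controls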
# FLuc inhib CS: Photinus pyralis luciferase inhibition counter-screen; 1.5% of 200,000 active; inhibition, % at 10 µM; P08659; ATPLite firefly luciferase biochemical luminescence, 10 min; AID 1006;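 active means inhibition above about 50% when tested at 10 µM, limit read from the data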
# NF-kB neuron act: raises NF-kB expression in human neuronal cells; 1.6% of 190,000 active; NF-kB reporter expression; stronger effect = higher value; fold change at 12.5 µM; in the data active means fold change above about 3.3
# APP 5'UTR act: APP 5'UTR luciferase reporter activation | SH-SY5Y APP 5'UTR luciferase reporter, luminescence; zero percent = DMSO vehicle wells | activation, % at 2 µM | 1% of 190,000 active | AID 1276;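 active means activation above a set limit, based on mean plus 3 SD of controls, cut at about 140% in these data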; further: values of inactives mirror those of a sister screen read the other way
# Active calls of the source: *; . = not tested or not shown. Rows are unselected; about 3.6% have a hit in one of these screens.
Molecule,FLuc act counter,TNAP inh hi DEA,TNAP act hi DEA,bIAP act,TNAP inh noacc,PMI act satM6P,PMI act,FLuc inhib CS,NF-kB neuron act,APP 5'UTR act
Cc1c(NC(=O)CSc2nnnn2-c2ccc(C(=O)O)cc2)c(=O)n(-c2ccccc2)n1C,1,-8,1.1,0.9,-13,1,1,-4,1,0
NS(=O)(=O)c1ccc(CCN=Cc2ccccc2O)cc1,1,-1,1,0.9,0,1,1,-4,1.4,-16
O=C(Nc1ccc2c(c1)OCCO2)c1ccc(S(=O)(=O)N2CCCCC2)cc1,1,-7,1.1,1,-6,0.9,0.9,-2,1,22
CCN(CC)S(=O)(=O)c1cccc(C(=O)N[C@H](C(=O)NCc2ccc(Cl)cc2)C(C)C)c1,1,-3,1,1,-6,0.9,0.8,-3,0.87,-14
CCc1ccccc1N(C)S(=O)(=O)c1ccc2[nH]cc(C(=O)N3CCc4ccccc43)c(=O)c2c1,1.1,-2,1,1,-4,1,1,-11,1.2,-16
COc1ccc(NC(=O)Nc2cccnc2)c(OC)c1,1,-8,1.1,1.1,-14,0.8,0.9,2,0.99,23
CCOC(=O)N1CCC(NC(=O)c2cc(C(=O)Nc3ccc(OC)c(OC)c3)ccc2CO)CC1,1,-1,1,1.1,-5,1.1,1,1,1.1,-18
COCC(C)n1c(SCC(=O)N(C)C2CCS(=O)(=O)C2)nc2ccccc2c1=O (stereo not drawn),1.1,-2,1,1,0,1.1,1.2,-6,0.98,-4
Cc1cc(C(=O)CSc2nnc(Nc3ccccc3)s2)c(C)n1CC1CCCO1 (stereo not drawn),1,-3,1,0.9,6,1,1,0,1,8
CS(=O)(=O)c1ccc2nc(NC(=O)c3cc(-c4ccccc4)nn3-c3ccccc3)sc2c1,1,0,1,1,-25,0.8,0.9,0,0.62,-9
CCCOc1ccc(/C(O)=C2\C(=O)C(=O)N(CCCOC)C23C(=O)N(C)c2ccccc23)cc1 (stereo not drawn),1,-5,1,1.1,-6,1.3,1.1,-2,1.2,-3
C#CCNC(=O)/C=C/c1ccc(C)cc1,0.6,-4,1,0.6,-9,1.1,1.1,36,2.4,44
Cn1ccs/c1=N\S(=O)(=O)c1ccc(Br)cc1,1,1,1,1,-12,1.1,1,-4,1.2,2
Cc1ccc(NC(=O)C2CCN(S(=O)(=O)c3ccc(F)cc3)CC2)cc1,1.1,-4,1,0.9,-15,0.9,0.9,-7,0.77,-3
CCNC(=O)CN(c1ccccc1OC)S(=O)(=O)c1cccs1,1,0,1,1,-8,1.2,1.2,0,0.98,0
CCOCCCNC(=O)C1CCC(CNS(=O)(=O)c2cccc3nsnc23)CC1 (stereo not drawn),1.1,-7,1.1,0.9,-10,1.1,1.1,-11,1,-20
O=C(O)c1ccc(/C=N/NC(=O)c2cc(-c3ccc4c5c(cccc35)CC4)n[nH]2)cc1,1,0,1,1.2,-14,1,1,-3,0.87,9
COc1ccccc1CC(NC(C)=O)C(=O)NC1CCN(C(=O)c2ccc([N+](=O)[O-])cc2)CC1 (stereo not drawn),1,0,1,0.9,-8,1,1,-2,1.2,-9
COC(=O)c1sccc1NC(=O)c1ccc(OC)c([N+](=O)[O-])c1,1.1,0,1,1,-5,0.9,0.9,-6,0.81,12
Cc1cc(-c2ccc(Br)s2)nc(-n2cccc2)n1,1,2,1,1,-117,1.4,1.5,-4,1.3,12
Cc1ccc(NC(=O)OCCN2CCN(Cc3ccccc3)CCC2=O)cc1C,1.1,-4,1,0.9,-7,0.9,1,-9,1.5,0
O=C(CNC(=O)c1ccccc1)NCC(=O)OCc1ccccc1Cl,1,-5,1.1,1.1,-12,1,1.1,-2,1.1,-8
CSc1nnc(COc2ccc(C)cc2)n1N,1,-2,1,0.9,-7,1.1,1.1,2,1.3,9
Fc1ccc(C2CC(c3ccccc3)n3ncnc3N2)cc1 (stereo not drawn),1,-5,1,1,-13,1,0.9,-5,1.3,23
CC1(C)CC(=O)C2=C(C1)N(c1ccc(F)cc1)C(=O)C2(O)C(F)(F)F (stereo not drawn),1,-7,1.1,1,-11,1.1,1.1,-2,0.94,4
CSCCC(NC(=O)C1CCC(C)CC1)C(=O)O (stereo not drawn),1,0,1,1,-1,0.9,0.8,2,1.1,-1
Cc1cc(Cl)ccc1OCC(=O)NCCCN1CCOCC1,1,-2,1,1,-9,1,1,0,1.4,4
Cn1c(-c2sc3cc(C(F)(F)F)cnc3c2-c2ccccc2)n[nH]c1=S,1.1,-2,1,0.8,11,1,1,-8,1,2
Cc1c(O)nc(SCC(=O)Nc2ccc3c4c(cccc24)CC3)n(-c2ccc(F)cc2)c1=O,1,-6,1.1,1,-18,0.9,0.9,-2,1.1,18
CCOC(=O)c1sc(NC(=O)c2ccc(C)s2)cc1C,0.4,0,1,1,-9,1,1,62*,3,172*
C#CC[N+](CC)(CC)CC#Cc1cccc(Cl)c1,1.1,-5,1.1,1,-3,1.1,1.1,-10,0.8,1
C=CCON1C(=O)c2ccccc2C1=O,1,-5,1,0.9,-15,1,1,-4,0.86,23
COc1ccc(CCc2nnc(CCC(=O)NCc3cnn(-c4ccccc4C)c3)o2)cc1,1,2,1,1.1,-6,0.9,0.9,-3,1,-5
O=C(O)c1ccc2c(c1)C(=O)N(Cc1ccc3c(c1)OCO3)C2=O,1,-4,1,1,-14,1.1,1,-2,1.1,-28
C=CCc1ccccc1OCC(O)Cn1ccnc1C (stereo not drawn),1,-8,1.1,0.9,-7,1,1,-4,1.1,11
Cc1ccc(S(=O)(=O)/N=C2/NC(=O)/C(=C/c3ccccn3)S2)cc1,1,-8,1.1,1,-11,1,0.9,2,1.8,11
Cc1oc(/N=C/c2ccccc2O)c(C#N)c1C,1,-2,1,0.9,-6,1.2,1.2,0,1.1,-1
Cc1ccc(S(=O)(=O)N(CC(=O)NCc2cccnc2)C2CCCCC2)cc1,1,0,1,1.2,-2,0.7,0.8,0,.,20
CCCCC(=O)Nc1ccc(Br)cc1C(=O)O,1.1,-3,1,0.9,-12,1.3,1.1,-6,1.1,14
O=C(NCCCN1CCOCC1)Nc1ccc(Cc2ccc(NC(=O)NCCCN3CCOCC3)cc2)cc1,1.1,-5,1,1,-19,1.1,1.1,-7,1.1,-5
C=CCN1C(=O)c2ccccc2Sc2ccc(C(=O)N3CCN(C)CC3)cc21,1,-2,1,1,-5,1,1,-4,0.94,.
CCOC(=O)c1c(NC(=O)CCl)sc(CN(C)C)c1-c1ccccc1,1.1,-4,1,1.2,-2,1.1,1.1,-10,1.1,17
CCOc1ccc(NC(=S)N(CCCN2CCOCC2)Cc2cn(C)c3ccccc23)cc1,1,-2,1,0.9,6,0.9,0.8,-4,0.64,10
Cc1cc(Cl)nc(Cl)c1C(=O)NC(=O)NCCC(C)C,1.1,-5,1.1,1.1,-11,1.1,1.2,-12,1,1
CCOc1oc(-c2ccc(OC)cc2)nc1C(F)(F)F,1,-2,1,0.9,-17,1.1,1,-2,1,0
CCCn1c(SCc2nc3sc(C)c(C)c3c(=O)[nH]2)nc2ccccc2c1=O,1.1,-8,1.1,1,-17,1,1,-6,1.1,6
COc1ccc(CC(=O)NCc2ccc3c(c2)cc(C)n3C)cc1,1.1,-4,1,0.9,-17,1.1,1,-6,1.1,3
O=C1CC(C(=O)Nc2ncccn2)C(c2ccccc2)O1 (stereo not drawn),1,-5,1,0.9,-6,0.8,0.8,3,1.1,-2
Cc1ccn2cc(CCNC(=O)Cc3cccs3)nc2c1,1.1,-6,1.1,0.9,-12,1,0.9,-7,1,4
O=C(Nc1ccccc1)/C(=C\c1cccs1)NC(=O)c1ccccc1,1.1,-3,1,0.6,-11,1,1,-13,1.1,-29

# The listing continues.
Molecule,FLuc act counter,TNAP inh hi DEA,TNAP act hi DEA,bIAP act,TNAP inh noacc,PMI act satM6P,PMI act,FLuc inhib CS,NF-kB neuron act,APP 5'UTR act
CCOc1ccc(-n2c(=O)c3sccc3n(Cc3ccc(C)cc3)c2=O)cc1,1,3,1,1.1,8,1,1,-2,1.2,1
COc1ccc(C2CC(=O)Oc3c2c(=O)n(C)c2ccccc32)c(OC)c1OC (stereo not drawn),1,4,1,1,-2,.,.,-4,0.9,0
COC(=O)/C(=C\Nc1ccc(OC)cc1)NC(=O)c1ccc(Cl)cc1Cl,1,0,1,0.9,-4,0.9,0.8,1,1.2,.
O=c1cc(C(F)(F)F)nc(-c2cccnc2)[nH]1,1,-4,1,1.1,-14,1.2,1.3,2,1.3,-5
O=[N+]([O-])c1ccc(N=NN(CCO)CCO)cc1,1,2,1,1,-1,0.9,1,-4,1,13
CCC(Sc1nc(N)cc(=O)[nH]1)C(=O)NC(C(=O)OC)c1ccccc1 (stereo not drawn),1,-6,1.1,0.9,-11,0.9,0.8,-5,1.9,46
CCc1c(C)sc(NC(=O)c2ccco2)c1C(=O)N1CCCCC1,1,0,1,1,-9,0.8,0.8,-4,0.97,19
CCOC(=O)c1c(C)[nH]c2cc(Br)c(OC)cc12,1,-5,1.1,0.9,-1,1.1,1.1,1,1.2,-18

# Grouped by structure, the entries above containing an aryl thioether with sulfur outside any ring (seven)
Molecule,FLuc act counter,TNAP inh hi DEA,TNAP act hi DEA,bIAP act,TNAP inh noacc,PMI act satM6P,PMI act,FLuc inhib CS,NF-kB neuron act,APP 5'UTR act
Cc1c(NC(=O)CSc2nnnn2-c2ccc(C(=O)O)cc2)c(=O)n(-c2ccccc2)n1C,1,-8,1.1,0.9,-13,1,1,-4,1,0
COCC(C)n1c(SCC(=O)N(C)C2CCS(=O)(=O)C2)nc2ccccc2c1=O (stereo not drawn),1.1,-2,1,1,0,1.1,1.2,-6,0.98,-4
Cc1cc(C(=O)CSc2nnc(Nc3ccccc3)s2)c(C)n1CC1CCCO1 (stereo not drawn),1,-3,1,0.9,6,1,1,0,1,8
CSc1nnc(COc2ccc(C)cc2)n1N,1,-2,1,0.9,-7,1.1,1.1,2,1.3,9
Cc1c(O)nc(SCC(=O)Nc2ccc3c4c(cccc24)CC3)n(-c2ccc(F)cc2)c1=O,1,-6,1.1,1,-18,0.9,0.9,-2,1.1,18
CCCn1c(SCc2nc3sc(C)c(C)c3c(=O)[nH]2)nc2ccccc2c1=O,1.1,-8,1.1,1,-17,1,1,-6,1.1,6
CCC(Sc1nc(N)cc(=O)[nH]1)C(=O)NC(C(=O)OC)c1ccccc1 (stereo not drawn),1,-6,1.1,0.9,-11,0.9,0.8,-5,1.9,46

# Bioassay records: PubChem, several laboratories
